Source: PubChem BioAssay (several laboratories)
Calb biofilm kill: clotrimazole potentiators killing Candida biofilms, primary screen, with clotrimazole, Alamar Blue. C. albicans biofilm + clotrimazole. inhibition, % at 6 µM. 85,000 compounds, 0.14% hits;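 active = inhibition above 20%; inactive = inhibition below 20%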;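 note: preformed 24 hr biofilms exposed to compound for 48 hr; 0% = biofilm without compound and 100% = blank killed by clotrimazole plus chlorhexidine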
sEH activator: soluble epoxide hydrolase activators, primary screen, biochemical, human sEH; purified human sEH enzymatic activity, activator screen; activation, % at 2 µM; 91,000 compounds, 0.04% hits; AID 717, 2007; in the data active = activation above about 37%; note: values of inactives mirror those of a sister screen read the other way
Fibroblast inh: antiproliferative effect on LL 47 fibroblasts – human, LL 47 cells, CellTiter-Glo luminescence, primary screen. LL 47 human lung fibroblast viability, ATP luminescence; active compounds read low. viability, % at 10 µM. 85,000 compounds, 1.1% hits;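 active = viability at or below 50% in the single dose screen; inactive = viability above 50%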;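 note: compound exposure lasted 72 h before the ATP readout; 100% = median luminescence of untreated cell-only wells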
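Signal: luminescent ATP detection, CellTiter-Glo; assay system: LL 47 human lung fibroblasts; input: 1,150 cells/well; incubation: overnight cell rest, 72 h compound treatment at 37 °C; measure: % viability versus median cells-only luminescence; medium: IMEM growth medium with 15% fetal bovine serum; dosing: compound addition at 0.1% DMSO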
Smad3 inh: Smad3/FoxH1 peptide binding inhibitors, primary screen, biochemical, TR-FRET. TR-FRET Smad3/Dy647-FoxH1 peptide binding, europium anti-His. inhibition, % at 25 µM. 88,000 compounds, 0.29% hits. AID 630, 2007;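 active = compounds that reduce the energy-transfer binding signal between the protein and its labelled peptide by more than half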;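 note: 0% = Smad3 plus labelled peptide maximal FRET and 100% = peptide-only background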
ERb coact inh: inhibitors of ERβ-SRC1 coactivator interaction, primary screen, biochemical, TR-FRET, ERβ LBD, SRC-1 peptide | 86,000 compounds, 1.3% hits | inhibition, % at 25.6 µM | Estrogen receptor beta (Homo sapiens), Q92731 | TR-FRET ER-beta LBD / SRC1-Cy5 peptide binding; receptor agonist-loaded with 1 µM estradiol;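 active = compounds whose percent inhibition of the receptor-coactivator binding signal exceeds about 50% in the single-dose screen, limit read from the data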;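 note: 0% = receptor plus peptide wells without compound and 100% = peptide-only wells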
Target sequence (Q92731 whole entry, looked up, the tested form may be a part): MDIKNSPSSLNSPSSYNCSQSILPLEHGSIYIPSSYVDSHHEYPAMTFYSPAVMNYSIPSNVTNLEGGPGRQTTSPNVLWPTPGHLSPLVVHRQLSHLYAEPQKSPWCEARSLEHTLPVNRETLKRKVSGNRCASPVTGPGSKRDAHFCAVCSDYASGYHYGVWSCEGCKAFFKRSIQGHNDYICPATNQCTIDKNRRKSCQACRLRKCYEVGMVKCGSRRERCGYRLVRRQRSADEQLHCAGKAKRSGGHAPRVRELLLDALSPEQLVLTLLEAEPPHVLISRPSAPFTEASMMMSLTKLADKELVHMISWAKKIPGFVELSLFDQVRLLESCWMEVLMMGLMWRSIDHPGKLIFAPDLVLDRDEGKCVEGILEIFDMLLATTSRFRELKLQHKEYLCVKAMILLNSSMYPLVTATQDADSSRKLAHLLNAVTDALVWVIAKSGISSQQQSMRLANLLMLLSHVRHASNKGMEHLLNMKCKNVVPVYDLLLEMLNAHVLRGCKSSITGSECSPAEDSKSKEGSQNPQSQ
ERa coact pot: enhancers of ERα–SRC-1 coactivator binding, primary screen, biochemical, TR-FRET, ERα LBD, low estradiol; TR-FRET ERalpha-LBD/SRC-Cy5 coactivator binding, 2 h; 100 = basal binding, no effect; coactivator binding (% of control), % at 25.6 µM; AID 639, 2007; Estrogen receptor (Homo sapiens), P03372; 86,000 compounds, 1.3% hits; in the data active = activity above about 200%;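 note: binding measured in presence of low estradiol as agonist stimulus; 0% = peptide alone without receptor and 100% = receptor with peptide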
Target sequence (P03372 whole entry, looked up, the tested form may be a part): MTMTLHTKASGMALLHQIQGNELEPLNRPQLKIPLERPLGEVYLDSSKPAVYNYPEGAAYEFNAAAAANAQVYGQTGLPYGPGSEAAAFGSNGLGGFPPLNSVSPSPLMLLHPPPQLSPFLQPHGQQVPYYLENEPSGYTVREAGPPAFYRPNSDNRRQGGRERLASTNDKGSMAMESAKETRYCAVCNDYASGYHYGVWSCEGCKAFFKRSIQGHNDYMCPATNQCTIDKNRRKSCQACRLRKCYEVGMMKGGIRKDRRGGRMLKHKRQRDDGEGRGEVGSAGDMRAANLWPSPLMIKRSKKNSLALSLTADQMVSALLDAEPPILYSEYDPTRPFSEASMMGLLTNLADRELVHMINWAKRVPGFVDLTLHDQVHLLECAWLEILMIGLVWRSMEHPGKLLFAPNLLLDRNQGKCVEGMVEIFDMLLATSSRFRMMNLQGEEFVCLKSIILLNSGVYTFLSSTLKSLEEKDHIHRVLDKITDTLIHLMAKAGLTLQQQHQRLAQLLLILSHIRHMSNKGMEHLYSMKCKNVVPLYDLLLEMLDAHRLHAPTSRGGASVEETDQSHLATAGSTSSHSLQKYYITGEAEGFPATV
ERa SRC1 inh: ERα–SRC-1 coactivator interaction inhibitors, primary screen, biochemical, TR-FRET, ERα LBD, estradiol-bound; Estrogen receptor (Homo sapiens), P03372; TR-FRET ER-alpha LBD / SRC-1 peptide; inhibition, % at 25.6 µM; 86,000 compounds, 1.7% hits; AID 629, 2007; in the data active = inhibition above about 50%;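 note: 0% = receptor plus peptide control and 100% = peptide only without receptor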
H69AR growth 86K: proliferation blockers of H69AR lung cancer cells, primary screen, cell-based, human, 86K library; AID 598, 2007; viability, % at 10 µM; 85,000 compounds, 6% hits; H69AR lung tumor viability, ATP luminescence, 72 h; active compounds read low;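 active = viability at or below 40%; inactive = viability above 40%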;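 note: multidrug resistant small cell line overexpressing MRP-1 efflux transporter; 100% = mean luminescence of untreated control wells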
HUVEC prolif 384: inhibitors of HUVEC proliferation, primary screen, cell-based, 384-well; CellTiter-Glo luminescence, 72 h; active compounds read low; viability, % at 10 µM (by protocol); 86,000 compounds, 1.1% hits;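 active = viability at or below 30%; inactive = viability above 30%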;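 note: 100% = median luminescence of DMSO-only cell control wells on each plate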
* marks the source's active call; other numbers are inactive results; · = not tested or not shown; [ ] = remark or other dose.

cpd | SMILES | Calb biofilm kill | sEH activator | Fibroblast inh | Smad3 inh | ERb coact inh | ERa coact pot | ERa SRC1 inh | H69AR growth 86K | HUVEC prolif 384
1 | COc1nc(OC)nc(N2CCC(C(=O)Nc3cccc4ccccc34)CC2)n1 | 4.7 | -47.7 | 95.7 | 10.4[fluorescence artefact?] | 2.2 | 96.3[fluorescence artefact?] | 1.9[fluorescence artefact?] | 109.8 | 88.9
2 | CN(C)CCCOC(=O)c1ccc(Br)cc1 | -3.9 | · | 109.1 | -11.1 | 0.5 | 101.1 | 1.2[fluorescence artefact?] | 91.8 | 107.7
3 | COc1cccc(NC(=O)c2ccc3snnc3c2)c1 | 2.4 | -12.9 | 106.4 | 8.9 | -45.0[fluorescence artefact?] | 150.6[fluorescence artefact?] | -56.1[fluorescence artefact?] | 70.5 | 96.0
4 | C=CCNC(=O)C1CCN(c2nc(C)cc(-c3ccccc3)n2)CC1 | 1.2 | -10.7 | 100.2 | -13.2[fluorescence artefact?] | -1.0 | 94.6 | 3.9 | 97.6 | 77.7
5 | O=C(CSc1nnc(CNC(=O)c2c(F)cccc2Cl)o1)Nc1ccccc1 | 4.6 | -2.7 | 94.0 | 5.9 | -6.8 | 103.7 | -4.8 | 80.4 | 98.3
6 | O=C1c2ccccc2S(=O)(=O)N1Cc1cc(=O)n2ccsc2n1 | 9.8 | 5.5 | 101.2 | 3.9 | -4.5 | 108.2 | 0.1 | 93.2 | 95.7
7 | COc1ccc(Br)cc1-c1noc(-c2ccccc2F)n1 | 3.9 | 3.4 | 78.8 | -3.9[fluorescence artefact?] | -17.2 | 142.4[fluorescence artefact?] | -18.5 | 68.9 | 59.5
8 | COc1ccc(CN(CC(=O)NCC2CCCO2)C(=O)CCC(=O)Nc2cc(C)on2)cc1 (stereo not drawn) | 8.5 | 8.4 | 96.3 | 10.9 | 6.8 | 104.8 | 3.4 | 95.7 | 88.9
9 | CC(C)c1nc2sc3c(NCc4ccccc4)ncnc3c2c2c1COC(C)(C)C2 | -1.3 | 22.8 | 78.2 | 9.2[fluorescence artefact?] | 24.8 | 365.7*[fluorescence artefact?] | 10.0[fluorescence artefact?] | 40.0 | 87.4
10 | CCCCc1ccc(S(=O)(=O)Nc2cc(C)on2)cc1 | 4.5 | -8.7 | 98.6 | -2.2 | 0.1 | 110.0 | 2.6 | 95.5 | 98.4

Retrieved by compound from above, three records:
cpd | SMILES | Calb biofilm kill | sEH activator | Fibroblast inh | Smad3 inh | ERb coact inh | ERa coact pot | ERa SRC1 inh | H69AR growth 86K | HUVEC prolif 384
5 | O=C(CSc1nnc(CNC(=O)c2c(F)cccc2Cl)o1)Nc1ccccc1 | 4.6 | -2.7 | 94.0 | 5.9 | -6.8 | 103.7 | -4.8 | 80.4 | 98.3
6 | O=C1c2ccccc2S(=O)(=O)N1Cc1cc(=O)n2ccsc2n1 | 9.8 | 5.5 | 101.2 | 3.9 | -4.5 | 108.2 | 0.1 | 93.2 | 95.7
1 | COc1nc(OC)nc(N2CCC(C(=O)Nc3cccc4ccccc34)CC2)n1 | 4.7 | -47.7 | 95.7 | 10.4[fluorescence artefact?] | 2.2 | 96.3[fluorescence artefact?] | 1.9[fluorescence artefact?] | 109.8 | 88.9

Other records follow:
cpd | SMILES | Calb biofilm kill | sEH activator | Fibroblast inh | Smad3 inh | ERb coact inh | ERa coact pot | ERa SRC1 inh | H69AR growth 86K | HUVEC prolif 384
11 | CNC(=O)c1sc(-c2ccc(Cl)cc2)nc1C | -6.9 | -7.6 | 107.3 | 7.7 | 4.1 | 133.2[fluorescence artefact?] | 1.3 | 81.3 | 101.4
12 | O=C1c2[nH]nc(-c3ccccc3O)c2C(c2ccc(F)cc2)N1CC1CCCO1 (stereo not drawn) | 7.1 | · | 86.5 | -5.1 | 5.9[fluorescence artefact?] | 104.9 | 4.3[fluorescence artefact?] | 63.5 | 100.3
13 | NC(=O)c1ccccc1NC(=O)/C=C/C(=O)O | 0.6 | -14.4 | 95.9 | -1.3 | 4.9[fluorescence artefact?] | 113.8 | 6.0 | 115.5 | 81.9
14 | COc1ccccc1-c1csc(Cc2nnc3n2CCCCC3)n1 | 4.7 | · | 116.4 | 0.0 | -7.8 | 97.8 | 6.9 | 78.1 | 115.3
15 | Cc1cccc2c(=O)c(C(=O)NCc3cccs3)c[nH]c12 | 5.3 | -14.9 | 86.4 | 12.8 | -11.2[fluorescence artefact?] | 77.0 | -17.9 | 82.6 | 91.0
16 | OCCCNCc1cccc2ccccc12 | 0.7 | -4.8 | 110.5 | -13.5 | -7.4 | 119.9 | -6.7 | 90.4 | 98.9
17 | O=C(CCn1c(=O)c2ccccc2n(CC(=O)NC2CCCC2)c1=O)NCCc1ccc(Cl)cc1 | 6.0 | -6.6 | 96.5 | 9.4 | 9.1 | 134.6[fluorescence artefact?] | 33.1[fluorescence artefact?] | 98.6 | 89.9
18 | Cc1cccc(NS(=O)(=O)c2ccc3c(c2)OCCO3)c1 | 5.0 | -5.3 | 92.9 | -8.8 | -8.9 | 116.9 | 2.3 | 77.6 | 95.4
19 | C(=N\n1cnnc1)/c1ccc2c(c1)OCCO2 | 3.8 | · | 102.0 | -1.9 | -10.0 | 92.0 | -12.0 | 100.1 | 105.0
20 | CN(Cc1ccncc1)C1CC(=O)N(c2ccc(Cl)cc2)C1=O (stereo not drawn) | -0.2 | -5.5 | 95.1 | 5.0 | -1.7 | 102.6 | -0.9 | 107.7 | 93.9
21 | OCCOCCNc1ncnc2nc[nH]c12 | 13.7 | · | 98.7 | -2.9 | -8.2 | 107.9 | -0.8 | 88.9 | 88.5
22 | CC(=O)c1cccc(NC(=O)CCS(=O)(=O)c2cccc3nonc23)c1 | 7.7 | · | 87.5 | 3.0 | -33.8 | 119.9[fluorescence artefact?] | -29.3 | 96.0 | 87.8
23 | N#CC1=C(N)SC(N)=C(C#N)C1c1ccoc1 | -2.2 | 4.2 | 96.0 | 12.2[fluorescence artefact?] | -2.1 | 50.6 | 21.9 | 84.6 | 92.4
24 | CC(=O)N1CCN(S(=O)(=O)c2ccccc2)C1c1ccccc1 (stereo not drawn) | 8.7 | -0.8 | 92.4 | 2.4 | 0.8[fluorescence artefact?] | 103.8 | 5.9 | 96.8 | 92.7
25 | Cc1cccc(N2C(=O)c3cccc4c(N(C)CCO)ccc(c34)C2=O)c1 | 3.3 | 1.7 | 89.9 | 20.5 | -6.0[fluorescence artefact?] | 122.8[fluorescence artefact?] | -5.2[fluorescence artefact?] | 80.3 | 91.8
26 | CCCCOC(=O)C1C2C=CC3(CN(CCc4ccccc4)C(=O)C13)O2 (stereo not drawn) | 2.5 | 6.0 | 100.2 | 0.8 | -9.3 | 113.9[fluorescence artefact?] | -2.0[fluorescence artefact?] | 91.5 | 118.5
27 | COc1ccc(OC)c(NC(=O)CSc2nnc(-c3ccco3)n2-c2ccc(C(=O)O)cc2)c1 | 6.7 | · | 100.1 | 2.3 | 10.6 | 88.7 | 0.0 | 94.8 | 90.9
28 | Cn1c(C(=O)O)c(CC(=O)NCC2COc3ccccc3O2)c2ccccc21 (stereo not drawn) | 3.4 | -1.8 | · | 0.7 | -26.9 | 121.0 | 5.2 | 95.3 | 97.6
29 | Cc1ccc(CC2CC(=O)N(c3cc(C)on3)C2=O)cc1 (stereo not drawn) | 1.3 | · | 101.2 | 1.2 | -15.1 | 201.3*[fluorescence artefact?] | -10.3 | 85.3 | 99.7
30 | Cn1c(SCc2nn[nH]n2)nc2c1c(=O)n(Cc1ccccc1Cl)c(=O)n2C | 7.6 | 10.5 | 99.4 | 5.1 | 8.9 | 101.5 | 12.6 | 97.8 | 106.9
31 | COC(=O)c1cc(NC(=O)C2CC2)cc(C(=O)OC)c1 | 5.9 | 5.4 | 97.4 | 1.1 | -2.8 | 101.6 | -2.6 | 98.8 | 90.2
32 | CCN(CC)S(=O)(=O)c1csc(C(=O)OCC(=O)c2ccccc2)c1 | 6.4 | -1.6 | · | 11.6 | -5.9 | 93.0 | -3.2 | 99.3 | 102.8
33 | CC1(C)Cc2c(sc3c2c2ncnn2c2nnc(SCC(=O)NCc4ccco4)n32)CO1 | 6.6 | · | 98.7 | 10.8 | 74.4*[fluorescence artefact?] | 115.7 | -1.7 | 50.3 | 89.8
34 | Cn1c(-c2sc3cc(C(F)(F)F)cnc3c2-c2ccccc2)n[nH]c1=S | 1.5 | 0.3 | 109.0 | -10.0 | -4.8[fluorescence artefact?] | 101.3 | 3.6[fluorescence artefact?] | 92.5 | 97.6
35 | c1cc(-c2nnc3sc(C4CCCCC4)nn23)ccn1 | 4.3 | · | 96.2 | -2.9 | 30.0 | 98.6 | 17.4 | 79.4 | 81.8
36 | COc1ccc(S(=O)(=O)N2Cc3ccccc3CC2C(=O)N2CCOCC2)cc1 (stereo not drawn) | 2.0 | 5.7 | 98.1 | 4.3 | -15.6 | 116.9 | -5.9 | 99.0 | 102.1
37 | N#Cc1c(SCC(N)=O)nsc1SCc1ccc(Cl)cc1 | 7.6 | -28.6 | 86.2 | -1.3 | 0.2 | 78.8 | 0.6 | 84.4 | 70.4
38 | COC(=O)c1ccccc1N1C(=O)[C@@H]2C(c3ccc(F)cc3)=NO[C@@H]2C1=O | -2.0 | 5.5 | 107.1 | -11.4 | -4.8[fluorescence artefact?] | 104.3 | 3.3[fluorescence artefact?] | 90.0 | 102.5
39 | Cc1sc2nc3c4ccccc4c(NCc4ccco4)nn3c(=O)c2c1C | · | 3.4 | 92.5 | 7.2 | 31.7 | 82.3[fluorescence artefact?] | 55.8*[fluorescence artefact?] | 34.0* | 82.5
40 | CCOC(=O)N1CCC(Nc2c(NCCCN3CCN(CC)CC3)c(=O)c2=O)CC1 | 7.1 | -3.5 | 107.4 | 6.5 | -7.5 | 114.2[fluorescence artefact?] | -1.7 | 111.5 | 104.9
41 | CC(=O)Nc1ccc(NC(=O)CSc2ccc(C)cc2)cc1 | 1.5 | 13.1 | 100.5 | 3.9 | 25.0 | 92.3 | 12.7 | 103.6 | 107.6
42 | O=C(Nc1ccccc1Cl)c1cnccn1 | 2.6 | · | 111.6 | 3.7 | 20.8 | 67.7 | 3.1 | 95.1 | 108.6
43 | CCOc1ccc(N(Cc2cc3ccc(C)cc3[nH]c2=O)C(=O)COC)cc1 | 3.6 | -7.2 | 98.8 | -3.4 | -2.3 | 110.8 | 0.9 | 84.7 | 98.8
44 | CCOC(=O)C1=NN(c2ccccc2)C2=NC(C)=C(C(=O)OC)C(c3cccs3)N12 (stereo not drawn) | 5.4 | 7.1 | 99.0 | 5.9 | -2.8 | 83.6 | -35.4 | 93.0 | 86.3
45 | Nn1c(SCc2nc3ccccc3[nH]2)nnc1-c1ccccc1 | -2.2 | -0.7 | 100.8 | 6.7 | -2.1 | 115.1 | -11.0 | 88.9 | 97.3
46 | CCCCOC(=O)Nc1cc(Cl)ccc1C | 1.9 | -7.5 | 99.7 | 4.5 | -11.9 | 113.9 | -1.9 | 100.6 | 106.0
47 | O=C(COC(=O)CCC(=O)c1cccs1)Nc1ccc(S(=O)(=O)N2CCOCC2)cc1 | 10.8 | · | 100.7 | 7.9 | 16.9 | 125.5[fluorescence artefact?] | 1.5 | 94.8 | 92.9

The list is partial, so the mix of outcomes need not match the whole.
